# Assay outcomes: PubChem BioAssay, several laboratories
# Dyrk1A ADPGlo = rat Dyrk1A kinase inhibitors, primary screen, biochemical, single point, plate reader. ADP-Glo luminescence, NFATc1 peptide. Dual specificity tyrosine-phosphorylation-regulated kinase 1A (Rattus norvegicus), Q63470. AID 504441, 2011. 310,000 tested, 0.43% active. inhibition, % at 12.5 µM; in the data active = inhibition above about 50%;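 note: plate controls were vehicle with enzyme for no effect and no enzyme for full effect; many of its hits are not listed in these tables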
# KCNK9 inh = KCNK9 potassium channel inhibitors, primary screen, HEK293 cells, thallium flux; FluxOR thallium flux fluorescence; hits give low values; AID 488922, 2010; Potassium channel subfamily K member 9 (Homo sapiens), Q9NPC2; B-score at 10 µM; 310,000 tested, 1.2% active;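 active = ratio B-score over 3 SD below the library mean, with starting fluorescence within 5 SD of its mean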;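 note: negative B-score means less thallium flux so channel inhibition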
# PolyA inh = polyadenylation inhibitors in yeast reporter cells, primary screen, luminescence, S. cerevisiae | S. cerevisiae SKY197-pL101 polyadenylation reporter, beta-gal luminescence; efflux-impaired pdr1/pdr3 knockout yeast; score 100 = 6 SD above DMSO | calls only at 12 µM | 300,000 tested, 0.02% active | AID 1875, 2009;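 active = lowest replicate activity score at least 50, where 100 means six control SD above control mean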;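 note: yeast exposed to compound for 9 h at 30 °C; higher score means more reporter readthrough which indicates perturbed polyadenylation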
# GSK3 alpha inh = blockers of GSK3A enzyme activity – biochemical, luminescence, cell-free homogeneous, HTS, primary screen; Glycogen synthase kinase-3 alpha (Homo sapiens), P49840; GSK-3 alpha kinase, ADP-Glo luminescence, 60 min; inhibition, % at 10 µM; 320,000 tested, 0.1% active;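 in the data active = inhibition above about 50%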;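 note: GST-tagged GSK-3 alpha with peptide substrate and 25 µM ATP; 0% = DMSO neutral wells and 100% = GW8510 positive control wells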
# RGS4 block = RGS4 inhibitors, primary screen, cell-based, HEK293 M3R inducible RGS4, calcium flux; Regulator of G-protein signaling 4 (Homo sapiens), P49798; Fluo-4 calcium flux; hits give high values; triggered by carbachol at its EC20; B-score at 10 µM; 310,000 tested, 0.45% active; AID 463165, 2010;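 active = B-score, a plate-corrected calcium signal, over three deviations above library mean, with baseline fluorescence within five deviations of library mean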;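 note: RGS4 expression induced by doxycycline in cells with stable M3 receptor; B-score is computed from the integrated fluorescence ratio over baseline after carbachol; higher B-score means a larger calcium signal and so more RGS4 inhibition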
# hERG rescue = hERG rescue from dofetilide block, primary screen, cell-based, CHO-hERG, FluxOR thallium flux, dofetilide IC70 | activation (rescue from dofetilide block), less the hit threshold, % at 10 µM | 310,000 tested, 0.51% active | AID 1511, 2009 | dofetilide IC70 present;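 active = activation above the mean of controls blocked by dofetilide plus 5 SD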;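 note: thallium influx through hERG after potassium depolarization seen as dye fluorescence rise; in these data hits start at about 4.7%; inactives centre near -7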
# Target sequence (Q12809 whole entry, looked up): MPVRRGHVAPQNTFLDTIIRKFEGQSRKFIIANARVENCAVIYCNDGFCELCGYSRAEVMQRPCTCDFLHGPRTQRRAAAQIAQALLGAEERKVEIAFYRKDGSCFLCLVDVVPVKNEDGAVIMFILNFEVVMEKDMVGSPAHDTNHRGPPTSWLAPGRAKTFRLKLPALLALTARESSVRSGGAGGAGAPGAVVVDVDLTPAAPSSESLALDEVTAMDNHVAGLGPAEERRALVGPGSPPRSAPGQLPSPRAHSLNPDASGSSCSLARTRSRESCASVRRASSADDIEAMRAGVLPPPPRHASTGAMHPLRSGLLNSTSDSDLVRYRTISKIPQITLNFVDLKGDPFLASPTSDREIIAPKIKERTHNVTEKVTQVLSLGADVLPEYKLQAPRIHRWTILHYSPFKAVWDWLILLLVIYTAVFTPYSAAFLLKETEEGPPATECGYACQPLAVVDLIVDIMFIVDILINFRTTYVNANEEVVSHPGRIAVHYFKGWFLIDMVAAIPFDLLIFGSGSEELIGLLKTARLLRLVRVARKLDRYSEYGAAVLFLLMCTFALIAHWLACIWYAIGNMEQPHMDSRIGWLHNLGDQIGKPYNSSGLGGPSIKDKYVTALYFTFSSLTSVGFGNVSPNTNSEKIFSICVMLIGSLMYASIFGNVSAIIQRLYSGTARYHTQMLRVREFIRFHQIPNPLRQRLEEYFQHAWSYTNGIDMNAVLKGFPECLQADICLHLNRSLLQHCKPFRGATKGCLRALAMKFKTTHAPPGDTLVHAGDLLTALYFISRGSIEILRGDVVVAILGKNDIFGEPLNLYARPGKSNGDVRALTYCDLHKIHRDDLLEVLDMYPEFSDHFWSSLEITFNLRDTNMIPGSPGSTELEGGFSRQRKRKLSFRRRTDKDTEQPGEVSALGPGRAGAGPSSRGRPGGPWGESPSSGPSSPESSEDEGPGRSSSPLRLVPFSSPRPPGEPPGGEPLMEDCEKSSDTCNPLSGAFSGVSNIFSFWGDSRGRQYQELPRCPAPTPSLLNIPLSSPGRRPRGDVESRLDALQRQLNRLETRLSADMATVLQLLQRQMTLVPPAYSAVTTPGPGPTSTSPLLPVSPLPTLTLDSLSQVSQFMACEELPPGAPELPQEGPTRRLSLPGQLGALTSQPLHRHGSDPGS
# RGS4 pot = RGS4 potentiators or activators, primary screen, cell-based, HEK293 M3R inducible RGS4, calcium flux | carbachol calcium flux Fluo4; hits give low values | B-score at 10 µM | 310,000 tested, 0.92% active | AID 463111, 2010;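 active = B-score of the integrated calcium signal more than 4 SD below the library mean, with starting fluorescence not abnormally high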;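 note: negative B-score means reduced calcium response which marks RGS4 activation or potentiation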
#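 test system = M3R-expressing HEK293 line, RGS4 induced by doxycycline | probe or stimulus = carbachol at ECmax as muscarinic agonist stimulus | timing = dye loading 30 min 37 °C, buffer rest 30 min RT | signal = calcium dye Fluo4 fluorescence | evaluation = B score from integrated fluorescence ratio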
# KCNK3 inh = human KCNK3 channel inhibitors, primary screen, CHO cells, FluxOR thallium flux, B-score. B-score at 10 µM. FluxOR fluorescence; hits give low values. AID 602410, 2012. 340,000 tested, 0.84% active;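 active = B-score under library mean minus 4 SD, starting fluorescence ratio at most library mean plus 5 SD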;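 note: more negative B-score means stronger inhibition of thallium flux through KCNK3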
# GSK3beta inhib = human GSK3beta kinase inhibitors, primary screen, biochemical, cell-free homogeneous, HTS. GST-GSK3beta kinase, ADP-Glo luminescence, 60 min; hits give low values. activity score (negative = inhibition), % at 10 µM. 300,000 tested, 0.038% active;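 active = more than half of replicate wells score below -50%, meaning over 50% inhibition versus plate controls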;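 note: 0% = median DMSO wells and -100% = median GW8510 positive control wells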
#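 Test system: GST-tagged human GSK3beta kinase, cell-free; evaluation: activity score scaled between in-plate DMSO and GW8510 controls; measured by: ADP-Glo luminescence; incubation: 60 min reaction, RT; benchmarks: DMSO and 20 µM GW8510; reagent: peptide substrate plus 25 µM ATP (final); medium: Tris/MgCl2 kinase buffer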
# KCNQ1 act = potentiators or activators of KCNQ1 channel, primary screen, cell-based, thallium flux, high-throughput; Potassium voltage-gated channel subfamily KQT member 1 (Homo sapiens), P51787; CHO-K1 KCNQ1, thallium flux FluxOR fluorescence; hits give high values; B-score at 10 µM; 310,000 tested, 0.35% active; AID 2648, 2010;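 active = fluorescence ratio B-score, a plate-corrected score, at least three library SD, with initial intensity B-score within 5 SD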
#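 Schedule – 37 °C overnight plating, 90-min dark dye load, 20-min compound pretreatment · System – stable KCNQ1 CHO-K1 line · Probe or stimulus – thallium- and potassium-containing depolarizing buffer · Measured by – kinetic FluxOR fluorescence, 10 s baseline plus 110 s post-stimulus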
# KCNQ1 inh = inhibitors of human KCNQ1 channel, primary screen, cell-based, thallium flux, high-throughput | CHO-K1 KCNQ1, FluxOR thallium flux fluorescence; hits give high values | 310,000 tested, 1.3% active | B-score at 10 µM | Potassium voltage-gated channel subfamily KQT member 1 (Homo sapiens), P51787;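 active = compounds whose thallium flux B-score, printed positive for inhibition, exceeds three library SD while starting fluorescence stays within three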;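 note: channel opened by potassium depolarization with thallium stimulus after 20 min compound exposure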
# * marks the source's active call; other numbers are inactive results; i = inactive; · = not tested or not shown. An excerpt, so the mix of outcomes need not match the whole.
Structure	Dyrk1A ADPGlo	KCNK9 inh	PolyA inh	GSK3 alpha inh	RGS4 block	hERG rescue	RGS4 pot	KCNK3 inh	GSK3beta inhib	KCNQ1 act	KCNQ1 inh
Cc1cc(-n2c(C)cc(C(=O)COC(=O)CN=C3NS(=O)(=O)c4ccccc43)c2C)no1	2	i	i	0	i	-3	i	i	4	i	i
COC(=O)c1c(NC(=O)C2COc3ccccc3O2)sc2c1CCN(Cc1ccccc1)C2 (stereo not given)	-4	i	i	-2	i	-23	i	i	-1	i	i
CC1CC(C)CN(CCCOc2ccccc2[N+](=O)[O-])C1 (stereo not given)	-5	i	i	0	i	-7	i	i	6	i	i
CN(CCNC(=O)C1CCN(S(=O)(=O)N2CCOCC2)CC1)CCc1ccccc1	1	i	i	-2	i	-6	i	i	-2	i	i
Cc1cc(C)c2c(n1)SCC(=O)N2CC(=O)Nc1ccc(F)cc1	0	i	i	·	i	-5	i	i	2	i	i
O=C(CCCOc1ccc(Cl)cc1)NCC1CCCO1 (stereo not given)	5	i	i	1	i	-11	i	i	-1	i	i
COc1ccc2c(c1)C(=O)N(c1ccc(C)cc1C)C(=O)C2	-3	i	i	-1	i	-6	i	i	1	i	i
OCCC1CN(CC#Cc2ccccc2)CCN1Cc1ccccc1F (stereo not given)	2	i	i	-3	i	-2	i	i	3	i	i

# 2 entries drawn at random from those above, as already listed:
Structure	Dyrk1A ADPGlo	KCNK9 inh	PolyA inh	GSK3 alpha inh	RGS4 block	hERG rescue	RGS4 pot	KCNK3 inh	GSK3beta inhib	KCNQ1 act	KCNQ1 inh
OCCC1CN(CC#Cc2ccccc2)CCN1Cc1ccccc1F (stereo not given)	2	i	i	-3	i	-2	i	i	3	i	i
COc1ccc2c(c1)C(=O)N(c1ccc(C)cc1C)C(=O)C2	-3	i	i	-1	i	-6	i	i	1	i	i

# The results go on.
Structure	Dyrk1A ADPGlo	KCNK9 inh	PolyA inh	GSK3 alpha inh	RGS4 block	hERG rescue	RGS4 pot	KCNK3 inh	GSK3beta inhib	KCNQ1 act	KCNQ1 inh
Cc1ccc(/C=C2/SC(=S)N(c3ccc(S(=O)(=O)Nc4nccs4)cc3)C2=O)cc1	·	i	i	0	i	-14	i	i	-3	i	i
COc1ccc2nc(-c3ccccc3)nc(C3CCCCC3)c2c1	4	i	i	·	i	-17	i	i	3	i	i
O=C(O)CN1C(=O)/C(=C/c2ccsc2)SC1=S	-4	i	i	-4	i	-5	i	i	2	i	i
Cc1ccc(C(C(=O)NCc2ccc(F)cc2)N(Cc2ccco2)C(=O)c2snc(C(N)=O)c2N)o1 (stereo not given)	-1	i	i	-2	i	-16	i	i	-1	i	i
COC(=O)c1ccc(Cn2cnc3cnccc32)cc1	·	i	i	-2	i	-3	i	i	-2	i	i
Cc1ccc(S(=O)(=O)Nc2ccc(C(=O)N3CCN(c4ccccc4O)CC3)cc2)cc1[N+](=O)[O-]	20	i	i	0	i	-9	i	i	4	i	i
O=C(NNS(=O)(=O)c1ccccc1)c1cc2cc3ccccc3nc2s1	17	i	i	9	i	-13	i	i	1	i	i
CC(C)Sc1nnc(NC(=O)c2ccc3c(c2)OCO3)s1	-1	i	i	1	i	-4	i	i	0	i	i

# Single entries from above:
# Entry for COC(=O)c1ccc(Cn2cnc3cnccc32)cc1 under GSK3 alpha inh: -2
# Entry for Cc1ccc(/C=C2/SC(=S)N(c3ccc(S(=O)(=O)Nc4nccs4)cc3)C2=O)cc1 under GSK3beta inhib: -3

# Carrying on:
Structure	Dyrk1A ADPGlo	KCNK9 inh	PolyA inh	GSK3 alpha inh	RGS4 block	hERG rescue	RGS4 pot	KCNK3 inh	GSK3beta inhib	KCNQ1 act	KCNQ1 inh
Cc1ccc(C)n1-n1cnc2sc(-c3ccccc3)cc2c1=O	·	-14*	i	0	i	-8	i	i	-1	i	i
CC(=O)Cc1cc(O)c2ccccc2c1OC(=O)c1ccc(Br)cc1	6	i	i	1	i	-7	i	i	1	i	i
CCc1ccc2[nH]c(=O)c(CN(Cc3ccccc3OC)C(=O)Nc3ccccc3OC)cc2c1	0	i	i	-6	i	-14	i	i	-1	i	i
CC(C)N(Cc1ccccc1)S(=O)(=O)c1ccc2c(c1)NC(=O)CO2	2	i	i	·	i	-8	i	i	1	i	i
CCCCCCc1cc2cc(C(=O)Nc3ccc(OC)cc3)c(=O)oc2cc1O	-4	i	i	-3	i	0	i	i	-3	i	i
CC(NC(=O)C(CC(=O)OC(C)(C)C)NC(=O)OC(C)(C)C)C(N)=O (stereo not given)	-3	i	i	1	i	-13	i	i	3	i	i
COC(=O)C1CCN(C(=O)CSc2nc3ccc(OC)cc3[nH]2)CC1	3	i	i	-2	i	-7	i	i	1	i	i
CCOC(=O)c1cc2nc(-c3ccco3)cc(C(F)(F)F)n2n1	-3	i	i	-2	i	-3	i	i	-3	i	i
O=C(c1sc2ccccc2c1Cl)N1CCN(CCc2ccccn2)CC1	9	i	i	2	i	-10	i	i	1	i	i
CSCCC1(C(=O)O)NC(c2ccccc2O)C2C(=O)N(C(C)C)C(=O)C21 (stereo not given)	-8	i	i	-4	i	0	i	i	0	i	i
COc1ccccc1C(=O)Nc1ccc2c(c1)CN(Cc1cnc(C)s1)CC2	4	i	i	1	i	-9	i	i	3	i	i
Cc1cc(NS(=O)(=O)c2ccc(NC(=O)c3oc4ccccc4c3C)cc2)no1	25	i	i	-3	i	-18	i	i	-2	i	i
O=C(NCCCN1CCOCC1)C(=O)NCC1OCCCN1S(=O)(=O)c1cc(F)ccc1F (stereo not given)	-4	i	i	3	i	-8	i	i	-3	i	i
COC(CNC(=O)C1CC(=O)N(CCc2ccc(C)cc2)C1)OC (stereo not given)	6	i	i	1	i	-4	i	i	-3	i	i
Cn1c(SCC(=O)Nc2ccccc2)nc2ccccc2c1=O	0	i	i	-2	i	-3	i	i	-25	i	i
COc1ccc(C2C(C(=O)c3ccco3)=C(O)C(=O)N2CCOCCO)cc1OC (stereo not given)	3	i	i	-3	i	-11	i	i	1	i	i
CC1(C)CC(=O)C(C2=NC3(CCCCC3)Cc3ccccc32)=C(O)C1	0	i	i	-2	i	-6	i	i	4	i	i
CCOC(=O)c1ccc(NC(=O)C(=O)NCc2ccc(/C=C(/C#N)C(=O)NCCOC)o2)cc1	·	i	i	-2	i	-5	i	i	0	i	i
CCCc1nnc(SCC(=O)NC2CC2)n1CC	-1	i	i	-2	i	-5	i	i	-3	i	i
CCC(C)C(=O)NCCc1ccc(S(N)(=O)=O)cc1 (stereo not given)	-2	i	i	-4	i	-8	i	i	0	i	i
Cc1c(NC(=O)C(C)OC(=O)/C=C/c2ccco2)c(=O)n(-c2ccccc2)n1C (stereo not given)	-3	i	i	-2	i	-2	i	i	1	i	i
CS(=O)(=O)N(CC(=O)N1CCN(c2ccccc2)CC1)c1cccc(Br)c1	-5	i	i	-3	i	-12	i	i	1	i	i
O=C(O)c1ccccc1C(=O)N1N=C2/C(=C/c3cccc([N+](=O)[O-])c3)CCCC2C1c1cccc([N+](=O)[O-])c1 (stereo not given)	·	i	i	-2	i	-9	i	i	1	i	i
COc1cccc(CN(CC2CCCO2)C(=O)c2cc3ccccc3oc2=O)c1 (stereo not given)	8	i	i	0	i	-14	i	i	1	i	i
Cc1cccc(OCc2nnc(SC(C)C(=O)O)n2-c2ccccc2)c1 (stereo not given)	13	i	i	-3	i	-10	i	i	4	i	i
Cc1ccc(/C=C\c2nccc3c2[nH]c2ccccc23)cc1	·	i	i	-3	i	-9	i	i	2	i	i
COc1ccc(C(=O)NC2CCN(C(=S)Nc3ccc(C)cc3)CC2)cc1	-5	i	i	-3	i	-9	i	i	-4	i	i
COc1cccc(C(=O)NN2CC(O)=C(c3nc4ccccc4s3)C2=N)c1	0	i	i	-7	i	-6	i	i	2	i	i
O=S(=O)(c1ccccc1Cl)N1CCCC(c2nc(-c3cccnc3)no2)C1 (stereo not given)	-5	i	i	1	i	-15	i	i	1	i	i
COc1ccc(Cl)cc1NC(=O)CN1CCC(n2nnc3cc(F)ccc32)CC1	-1	i	i	0	i	-11	i	i	4	i	i
Cc1ccc(N2C(=O)C3C(C2=O)C2C=CC3C23CC3)c([N+](=O)[O-])c1 (stereo not given)	-3	i	i	1	i	-8	i	i	1	i	i
Fc1cccc(F)c1CN1CCN(c2ncccn2)CC1	8	i	i	0	i	-6	i	i	-6	i	i
COC(=O)c1ccc(NC(=O)c2ccc(NS(=O)(=O)c3cccc4cccnc34)cc2)cc1	-2	i	i	-2	i	0	i	i	1	i	i
CC(O)c1nc2cc([N+](=O)[O-])ccc2n1Cc1ccccc1 (stereo not given)	-2	i	i	-3	i	-7	i	i	1	i	i
O=C(O)CC/C(=C\c1cccc(NC(=O)c2ccccc2Cl)c1)c1nc2ccccc2s1	1	i	i	-2	i	-11	i	i	1	i	i
COc1cccc(C(=O)CC(=O)C(=O)Nc2ccc(C)cc2Cl)c1	6	i	i	1	i	31*	i	i	0	i	i
